Bioassay records as filed in PubChem BioAssay.
AHR activator – activates the human aryl hydrocarbon receptor; hit rate 2.5% among 320,000; activation, % at 5 µM; AID 2796; P35869; AHR-responsive luciferase reporter cells, luminescence; in the data active = activation above about 47%;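 also: 0% = vehicle wells and 100% = reference agonist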
proCasp7 act – counter-screen: procaspase-7 (human) activation; P55210; recombinant procaspase-7, Ac-DEVD-pNA absorbance 405 nm; D23A/D198A/D206A triple mutant, cannot self-cleave; scale: DMSO 0, 5 µM enzyme 100; activation, % at 8.5 µM; hit rate 0.093% among 330,000;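 active = percent activation above the screen-wide mean plus 3 SD, cut at about 25% in these data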
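Assay system: Uncleavable procaspase-7 mutant enzyme / Input: 2 µM procaspase-7 mutant as dispensed / Dosing: single nominal 8.5 µM compound dose, 0.8% DMSO final / Timing: 1 h enzyme–compound preincubation and 2 h substrate reaction, both 25 °C / Detection: p-Nitroaniline absorbance at 405 nm, read at 0 and 120 min / Replication: singlicate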
LAP4 TOR yeast – yeast TOR pathway LAP4-GFP modulation; S. cerevisiae LAP4-GFP multiplex, flow cytometry GFP, 3 h; median GFP as percent of DMSO wells; hit rate 0.34% among 320,000; GFP response vs DMSO, % at 10 µM;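 active = GFP response vs DMSO above a set limit, about the screen mean plus 3 SD, cut at about 150% in these data; inconclusive = under 70 cell events counted for the yeast strain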
procasp3 activ – procaspase-3 (human) activation; recombinant procaspase-3 D3A, Ac-DEVD-pNA absorbance 405 nm; activation, % at 8.5 µM; hit rate 0.11% among 330,000; AID 463141;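 active = activation above the mean of all tested compounds plus 3 SD, cut at about 21% in these data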;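 also: 0% = DMSO alone and 100% = DMSO wells spiked with extra 5 µM PC-3 D3A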
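Assay system – Procaspase-3 D3A mutant · Benchmarks – DMSO low control, extra-enzyme high control · Technique – 405 nm absorbance of p-nitroaniline, reads at 0 and 120 min · Doses – 8.5 µM nominal · Measure – % activation between DMSO and enzyme-spiked controls · Also added – Ac-DEVD-pNA chromogenic peptide substrate · Schedule – 1 h compound preincubation, 2 h substrate hydrolysis at 25 °C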
ZTA counter – blocks Epstein-Barr virus ZTA, an EBNA-1 counter-screen. hit rate 0.15% among 320,000. inhibition, % at 11 µM. AID 2234. P03206. ZTA-DNA binding, fluorescence polarization; in the data active = inhibition above about 33%
MEP2 TOR yeast – modulators of TOR pathway MEP2-GFP in S. cerevisiae; S. cerevisiae MEP2-GFP strain, flow cytometry GFP, 3 h; 100% = DMSO control level; hit rate 0.51% among 330,000; GFP response vs DMSO, % at 10 µM;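 active = GFP response versus DMSO above a set limit, roughly screen mean plus 3 SD, cut at about 180% in these data; inconclusive = fewer than 70 cells counted for a yeast strain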;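 also: median GFP fluorescence of the barcode-gated MEP2-GFP cells per well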
RPL19A TOR yeast – alters RPL19A-GFP fluorescence in TOR pathway yeast screen; hit rate 0.3% among 330,000; AID 2025; percent response vs DMSO, % at 10 µM; S. cerevisiae RPL19A-GFP strain, flow cytometry, 3 h; stronger effect = lower value;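 active = percent response vs DMSO below 50%; inconclusive = fewer than 70 events counted for the yeast strain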;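 also: median channel GFP fluorescence of the barcoded RPL19A-GFP strain; ratio of sample median GFP to plate DMSO average so 100% = DMSO; lower means less RPL19A-GFP as with rapamycin TOR inhibition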
EBNA-1 inh – blocks EBNA-1 binding to DNA; inhibition, % at 14.8 µM; hit rate 0.34% among 300,000; EBNA-1 DNA binding, fluorescence polarization; in the data active = inhibition above about 28%
An asterisk follows results filed as active; ? = inconclusive; · = not tested or not shown.

SMILES	AHR activator	proCasp7 act	LAP4 TOR yeast	procasp3 activ	ZTA counter	MEP2 TOR yeast	RPL19A TOR yeast	EBNA-1 inh
Cn1c(=O)oc2cc(S(=O)(=O)CCC(=O)N3CCN(c4ccccc4F)CC3)ccc21	3	1	101	-8	-7	103	101	-8
CN(C)c1ccc(P(=O)(Nc2cccc(C(F)(F)F)c2)N2CCOCC2)c(NC(=O)c2cccs2)c1 (stereo not given)	16	-9	100	2	12	113	109	-1
CCCCCC(=O)NNC1=NCC(Cc2cccc(Cl)c2)S1 (stereo not given)	4	6	105	-8	-4	97	95	-5
CC(C)CC(=O)NC(=S)Nc1ccc(NC(=O)c2ccco2)cc1	-3	-10	91	-4	2	101	102	-5
Nn1c(SCC(=O)NC2CCCCC2)nnc1C1CC1	4	13	101	-1	7	102	99	-10
CCOC(=O)C1=C(C)Nc2nc(SCC)nn2C1c1ccc(OC)cc1 (stereo not given)	2	-5	104	9	2	103	105	33*
CCc1nc2ccccc2c(C(=O)OCC(=O)N2CC(C)OC(C)C2)c1C (stereo not given)	1	17	110	1	6	110	103	8
Cc1nnc(SCC(=O)NNC(=O)c2ccc(Cl)cc2)n1CC1CCCO1 (stereo not given)	5	2	90	8	2	105	102	15
CCOC(=O)c1nnc(-c2ccccc2)nc1NCc1ccccc1	0	8	103	1	-3	96	95	-2
COc1ccc(C)cc1NC(=O)CN1C(=O)C(=O)N(C2CCCC2)C1=O	2	5	103	-4	4	103	98	·
O=C(/C=C/c1ccc(Cl)cc1)Nc1ccc(Br)cn1	0	2	97	-3	-2	120	72	3
CCN(CC)CCCN(Cc1cc2cc3c(cc2[nH]c1=O)OCO3)C(=S)Nc1ccccc1OC	2	6	104	2	-2	96	100	1
Cc1nnc(Nc2ccccc2F)s1	-1	1	121	-10	7	95	97	-13
Cc1cccc(N(CC(=O)NCc2ccco2)C(=O)CNS(=O)(=O)c2ccc(F)cc2)c1	1	4	100	-5	-9	108	100	-2
O=S(=O)(Nc1cc(S(=O)(=O)N2CCOCC2)ccc1NCC1CCCO1)c1ccccc1F (stereo not given)	-1	-15	99	1	2	102	100	·

2 entries picked at random from the list so far:
SMILES	AHR activator	proCasp7 act	LAP4 TOR yeast	procasp3 activ	ZTA counter	MEP2 TOR yeast	RPL19A TOR yeast	EBNA-1 inh
CCc1nc2ccccc2c(C(=O)OCC(=O)N2CC(C)OC(C)C2)c1C (stereo not given)	1	17	110	1	6	110	103	8
Cc1nnc(Nc2ccccc2F)s1	-1	1	121	-10	7	95	97	-13

Continuation:
SMILES	AHR activator	proCasp7 act	LAP4 TOR yeast	procasp3 activ	ZTA counter	MEP2 TOR yeast	RPL19A TOR yeast	EBNA-1 inh
COc1cccc(N=Cc2ccc(O)cc2O)c1	1	2	93	-2	-15	104	95	-16
Cc1ccc(OCC(O)CN2CCN(CC(O)COc3ccc(C)cc3Cl)CC2)c(Cl)c1 (stereo not given)	-2	-4	89	-10	1	101	99	-3
O=C(Nc1ccccc1C(=O)Nc1nnc(C(F)(F)F)s1)c1ccccc1	0	4	100	1	6	98	98	1
CCN(CC)CCNC(=O)c1cn(CC)c2cc(N3CCN(C(=O)c4ccco4)CC3)c(F)cc2c1=O	0	3	105	3	-3	103	103	5
Cc1ccc(OCC(=O)NS(=O)(=O)c2ccccc2)cc1	-1	3	108	3	7	102	99	5
Clc1cccc(Cl)c1C[n+]1cccc2ccccc21	0	1	101	6	-23	96	95	-2
COc1ccc2c(c1)C1=NN(/C(C)=C\C(C)=O)C(c3ccccc3)C1CC2 (stereo not given)	84*	-59	120	-30	-7	114	106	4
CCN1C(=O)c2ccc(C(=O)NCc3ccco3)cc2C1=O	0	2	108	1	4	103	99	-6
O=C(O)CC(=O)Nc1ccccc1C(=O)O	0	-7	·	-5	0	91	95	-1
Cc1ccc(N2C(=O)c3ccc(C(=O)N4CCN(Cc5ccccc5)CC4)cc3C2=O)cc1	1	0	94	5	-14	96	101	-10
CC(=O)N1c2ccc(S(=O)(=O)N3CCCC3)cc2CC1C(=O)NCc1ccc(N(C)C)cc1 (stereo not given)	4	-5	102	-7	6	110	103	-22
O=c1[nH]ccc2c(O)cccc12	-1	-4	106	-3	10	94	99	7
O=c1nc(N2CCCC2)nc(Nc2ccccc2)[nH]1	6	-5	99	5	5	103	101	7
CN(C)S(=O)(=O)c1ccc(Cl)c(NC(=O)CN2CCCCCC2)c1	2	4	101	2	6	98	98	7
COc1ccc(C)cc1NC(=O)c1nnn(CCc2ccccc2)c1N	34	-2	95	-16	9	103	100	-4

The last five entries of the part above open the next one.
SMILES	AHR activator	proCasp7 act	LAP4 TOR yeast	procasp3 activ	ZTA counter	MEP2 TOR yeast	RPL19A TOR yeast	EBNA-1 inh
CC(=O)N1c2ccc(S(=O)(=O)N3CCCC3)cc2CC1C(=O)NCc1ccc(N(C)C)cc1 (stereo not given)	4	-5	102	-7	6	110	103	-22
O=c1[nH]ccc2c(O)cccc12	-1	-4	106	-3	10	94	99	7
O=c1nc(N2CCCC2)nc(Nc2ccccc2)[nH]1	6	-5	99	5	5	103	101	7
CN(C)S(=O)(=O)c1ccc(Cl)c(NC(=O)CN2CCCCCC2)c1	2	4	101	2	6	98	98	7
COc1ccc(C)cc1NC(=O)c1nnn(CCc2ccccc2)c1N	34	-2	95	-16	9	103	100	-4
O=S(=O)(Nc1cccc(S(=O)(=O)N2CCCCCC2)c1)c1ccccc1	3	-7	114	-5	6	111	88	-4
COC(=O)c1ccc(NC(=O)c2ccccc2)o1	9	-2	107	-4	-2	109	100	-4
O=C(c1nc2ccccn2c1CN1CCCC(c2nc3ccccc3o2)C1)N1CCCC1 (stereo not given)	8	0	112	-7	-10	90	99	2
COC(=O)C1CC(=O)c2ccsc2C1 (stereo not given)	-4	-5	97	-5	-30	114	107	-14
CC(C)=CCc1c(C)nc2ccccc2c1C(=O)O	3	-7	90	2	-8	94	94	-11
O=C(c1ccoc1)N1CCC2(CC1)Oc1ccc(Cl)cc1C(=O)C21CC(c2cccnc2)=NO1 (stereo not given)	-3	0	114	6	-6	94	96	-2
COc1cc(C(=O)NC(=S)Nc2ccc(Cl)c(C(=O)O)c2)cc(OC)c1OC	1	-1	89	-2	4	94	97	2
CCCCC(=O)Nc1ccc(C(=O)N2CCN(c3ccccc3OC)CC2)cc1	0	-5	116	7	4	110	113	1
CC1CCCC(C)N1C(=O)COc1ccccc1F (stereo not given)	0	8	103	-10	0	97	100	0
CC(C)CC(=O)Nc1ncc([N+](=O)[O-])s1	2	-14	125	-10	5	106	108	-1
O=C(Nc1ccccc1C(F)(F)F)c1cc(S(=O)(=O)N2CCOCC2)ccc1F	0	-2	99	3	-12	104	100	1
CC(C)COc1cccc(C(=O)NC2(C)CCS(=O)(=O)C2)c1 (stereo not given)	0	5	94	0	4	103	102	5
Cc1ccc(NC(=S)NC(=O)c2c(-c3ccccc3Cl)noc2C)cc1	-1	4	97	-14	-6	94	98	3
Cc1cccc(NC(=O)c2cc(NC(=O)C3CCCCC3C(=O)O)ccc2Cl)n1 (stereo not given)	10	2	99	3	-24	104	100	-1
COCCCNC(=O)/C(C#N)=C/c1c(N2CCN(C)CC2)nc2c(C)cccn2c1=O	6	-3	·	-3	-9	112	111	-9
O=C1c2ccccc2NC(c2ccccc2O)N1O (stereo not given)	24	-3	93	-2	-7	100	102	-12
N#Cc1ccccc1Cn1c(-c2cscn2)nc2ccccc21	-1	8	102	-1	3	104	100	-3
C[C@@]12CCC[C@H](O1)[C@@H]([C@H](O)c1ccccc1)O2	-1	7	109	-6	·	116	95	·
CC(=O)N1c2ccc(S(=O)(=O)N(C)C3CCCCC3)cc2CC1C (stereo not given)	0	5	104	-3	6	106	100	8
O=C(COC(=O)CCN=C1NS(=O)(=O)c2ccccc21)NC1CCCCCCC1	2	-6	?	-16	-6	?	?	-3
Cc1ccc(/C(O)=C2\C(=O)C(=O)N(C)C2c2ccc([N+](=O)[O-])cc2)cc1 (stereo not given)	2	-1	118	-4	-4	115	113	2
COc1ccc(C(=O)c2c3ccc(OC)cc3[n+]([O-])n2Cc2ccc(C(N)=O)cc2)cc1	26	-11	96	2	-1	92	93	15
COc1ccc2ccccc2c1CNC(C)c1ccccc1 (stereo not given)	3	-2	93	10	1	106	106	-8
O=C(CCN1C(=O)[C@@H]2Cc3ccccc3CN2C1=O)Nc1cccc(F)c1	-5	10	98	1	19	105	102	-1
CCOc1ccc(N2C(=O)C3CC(C)=C(C)CC3C2=O)c([N+](=O)[O-])c1 (stereo not given)	3	14	114	1	-5	97	101	1
O=C(NC1CCCN(Cc2ccc(Cl)cc2)C1)c1cccc(F)c1 (stereo not given)	0	9	103	1	0	112	102	5
Cc1cc(C)c2c(NC(=O)C3CC3)nn(C)c2n1	0	10	99	7	-1	95	92	-2
Cc1nn(Cc2cccc(C(=O)N3N=C(C(F)F)CC3(O)C(F)F)c2)c(C)c1[N+](=O)[O-] (stereo not given)	-4	2	104	-3	0	103	104	2
O=C(NCc1ccccn1)c1cccs1	0	-3	102	-2	4	104	98	-12
CSc1cccc(CNC(=O)C2CCC(=O)N(CCc3ccccn3)C2)c1 (stereo not given)	4	0	104	0	12	102	101	-1
CSc1nc(N)nc2c1ncn2CC(=O)NCCNc1ccc([N+](=O)[O-])cn1	1	15	95	2	·	92	95	·
CC(C)COc1cccc(-c2cc(C(=O)Nc3ccon3)c3ccccc3n2)c1	18	-3	108	-8	1	103	107	-14
O=C(COC(=O)CCCOc1ccc(Cl)cc1Cl)Nc1cccc(Cl)c1	0	6	124	5	11	108	95	-6
O=C(CSc1nc2ccccc2[nH]1)Nc1ccccc1F	2	-1	110	8	-5	108	98	0
Cc1ccc(-c2nc3[nH]c(=O)cc(NC(=O)C(C)C)n3n2)cc1	3	2	97	8	0	91	94	-3
O=C(c1cccs1)N1CCN(C(=O)C2CCCO2)CC1 (stereo not given)	1	0	94	-10	21	94	90	5
COC(=O)[C@@H](NC(=O)CCc1nnc(-c2ccsc2)o1)C(C)C	2	10	111	-1	-8	102	103	8
O=C(Nc1cccc(S(=O)(=O)N2CCCCC2)c1)c1ccc2ncsc2c1	10	-25	102	-16	-20	100	100	-6
Cc1cc2cc(CNS(=O)(=O)N(C)C)ccc2[nH]1	4	-2	109	-3	7	99	101	5
O=[N+]([O-])c1ccc2nc(-c3ccccn3)[nH]c2c1	4	1	111	-6	-4	95	96	5
O=C(COc1cccnc1[N+](=O)[O-])N1CCC(Cc2ccccc2)CC1	1	2	92	0	·	98	101	·
CC1CCc2sc(C(=O)N(C)CC(=O)Nc3cccc(F)c3)cc2C1 (stereo not given)	-2	1	94	-1	10	106	101	13
Cc1cc(S(=O)(=O)Nc2ccc3cn[nH]c3c2)c(C)cc1Cl	14	-1	85	-6	-16	92	95	-15
Cc1ccc(C(=O)C2=C(O)C(=O)N(Cc3cccnc3)C2c2cccc(Oc3ccccc3)c2)o1 (stereo not given)	-2	-22	92	-4	3	105	108	8
Cc1ccc(Cn2cnc3c(cnn3C(C)(C)C)c2=O)cc1	1	5	108	-1	6	88	97	2
CCCCNc1cc(C)nc(NCc2ccccc2)n1	4	8	96	10	0	105	95	1
Cc1cc2nc(SCC(=O)O)nc(C)c2cc1C	0	4	90	4	8	97	95	0
CCn1nnc(NC(=O)c2cccnc2)n1	2	15	97	0	-9	100	96	-3
